Bioassay records as filed in PubChem BioAssay.
CHO parental Ca: ATP-evoked calcium signal inhibitors, parental CHO, primary screen, counter-screen for OX1R antagonist project, cell-based, fluorescence, Fluo-8 calcium dye; hit rate 0.63% among 330,000; inhibition, % at 5.6 µM; parental CHO-K1, ATP-induced calcium, Fluo-8 fluorescence;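 active means inhibition above that plate's mean sample inhibition plus 3 SD, cut at about 26% in these data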;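 further: 0% = ATP-challenged DMSO wells and 100% = DMSO wells without ATP; some compounds past the cut are filed as inactive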
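Test system: parental CHO cells; detection: calcium-sensitive Fluo-8 fluorescence; evaluation: percent inhibition of calcium signal; also added: ATP as calcium-mobilizing challenge; repeats: one well per compound; control set: ATP-challenged DMSO wells low, unchallenged DMSO wells high; compound: single nominal dose of 5.6 µM per compound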
GPR7 antagonist: GPR7 receptor antagonists, primary screen, cell-based, fluorescence, single concentration; inhibition, % at 4.4 µM; hit rate 1.1% among 290,000; GPR7-expressing cells, fluorescence antagonist assay; Neuropeptides B/W receptor type 1 (Homo sapiens), P48145; in the data active means inhibition above about 16%, passing the limit was not always enough;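 further: cells stimulated with the agonist NPW; 0% = agonist with vehicle and 100% = vehicle without agonist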
Target sequence (P48145 whole entry, looked up): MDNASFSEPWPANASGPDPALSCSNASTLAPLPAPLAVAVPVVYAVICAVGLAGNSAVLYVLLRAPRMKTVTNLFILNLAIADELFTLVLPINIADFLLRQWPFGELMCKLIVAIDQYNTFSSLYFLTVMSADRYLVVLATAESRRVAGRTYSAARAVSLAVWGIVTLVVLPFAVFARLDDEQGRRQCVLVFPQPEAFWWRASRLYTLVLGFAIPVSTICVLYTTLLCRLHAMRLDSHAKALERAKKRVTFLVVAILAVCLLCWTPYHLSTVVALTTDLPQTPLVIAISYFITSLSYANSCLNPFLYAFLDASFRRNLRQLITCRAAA
V1R ag counter: agonists of human V1a receptor, primary screen, counter-screen for OXTR agonist project, fluorescence, CHO-V1R cells; Vasopressin V1a receptor (Homo sapiens), P37288; Fluo-8 calcium fluorescence, agonist mode; 0% DMSO, 100% 3 nM vasopressin; activation, % at 3 µM; hit rate 0.25% among 320,000;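 active means activation above the mean activation of all tested compounds plus 3 SD, per screening run, cut at about 20% in these data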;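 further: signal is peak over basal fluorescence ratio across a 100 second FLIPR read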
M1 ag parental: counter-screen for M1 agonists: effect in parental CHO-K1 cells; Fluo-8 calcium fluorescence; scaled to maximal ATP response, vehicle zero; activation, % at 3 µM; hit rate 0.48% among 360,000; AID 602248, 2012; in the data active means activation above about 15%;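 further: untransfected CHO-K1 host cells lacking M1 receptor as counterscreen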
M1 PAM parental: nonselective calcium activators in parental CHO-K1 cells, primary screen, counter-screen for M1 PAM project, cell-based, Fluo-8 calcium fluorescence, full deck, 1536-well. ATP EC20; 0% at ATP EC20, 100% at ATP max. activation, % at 3 µM. hit rate 0.02% among 360,000. AID 602247, 2012;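 active means activation above the run cutoff, the mean activation of all test compounds plus 3 SD, cut at about 40% in these data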;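 further: peak over basal fluorescence ratio in a 140 s read after ATP addition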
OXTR potentiate: human OXTR potentiators, primary screen, fluorescence, CHO-OTR cells, Fluo-8 calcium; AID 2445, 2010; Oxytocin receptor (Homo sapiens), P30559; hit rate 0.061% among 320,000; activation, % at 3 µM; Fluo-8 calcium fluorescence, potentiator mode; 0% = oxytocin EC15, 100% = EC100;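 active means activation above that plate's cutoff, the mean activation of tested compounds plus 3 SD, cut at about 6.6% in these data, passing the limit was not always enough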;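 further: 100% uses oxytocin at 75 nM as the full agonist control; some results filed as inactive read as strong as hits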
Target sequence (P30559 whole entry, looked up): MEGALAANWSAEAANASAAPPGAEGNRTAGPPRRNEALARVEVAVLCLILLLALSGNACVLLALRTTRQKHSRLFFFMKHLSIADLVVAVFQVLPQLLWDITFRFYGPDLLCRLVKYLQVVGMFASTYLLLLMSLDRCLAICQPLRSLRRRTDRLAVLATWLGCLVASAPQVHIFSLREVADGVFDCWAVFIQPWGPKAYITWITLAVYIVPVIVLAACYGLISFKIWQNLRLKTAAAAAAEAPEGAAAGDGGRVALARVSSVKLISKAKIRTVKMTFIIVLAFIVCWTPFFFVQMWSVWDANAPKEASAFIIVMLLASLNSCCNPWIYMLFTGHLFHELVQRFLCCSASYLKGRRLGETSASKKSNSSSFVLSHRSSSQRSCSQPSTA
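Assay system: CHO-OTR cells, human receptor / Also added: oxytocin at about EC15, sub-maximal agonist stimulus / Dosing: single dose, 3.0 µM nominal final compound concentration / Incubation: 6 min pre-incubation, 100 s read / Technique: Fluo-8 calcium dye fluorescence / Read-out: % activation vs EC15 and EC100 oxytocin / Benchmarks: EC15 oxytocin low, 75 nM oxytocin high / Replicates: singlicate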
OXTR ag: human OXTR agonists, primary screen, fluorescence, CHO-OTR cells, Fluo-8 calcium; Fluo-8 calcium fluorescence; normalized: DMSO 0%, oxytocin 100%; activation, % at 3 µM; hit rate 0.32% among 320,000; Oxytocin receptor (Homo sapiens), P30559;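 active means activation above the mean of all tested compounds plus 3 SD, cutoff set per screening run, cut at about 20% in these data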;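 further: peak over basal fluorescence ratio from a 100 s FLIPR kinetic read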
TAAR1 antagonist: human TAAR1 antagonists, primary screen, Fluo-8 calcium fluorescence, CHO RD-HGA16 cells. Trace amine-associated receptor 1 (Homo sapiens), Q96RJ0. antagonist. inhibition, % at 3 µM. hit rate 1.5% among 360,000;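 active means inhibition above a per-plate cutoff, the mean inhibition of test compounds on that plate plus 3 SD, cut at about 49% in these data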;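 further: 0% = DMSO plus EC80 beta-PEA response and 100% = DMSO alone without agonist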
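test system = CHO RD-HGA16 cells bearing hTAAR1 | replication = singlicate | controls = DMSO-only wells and EC80 β-PEA-stimulated wells | reagent = EC80 β-phenethylamine stimulus | read-out basis = percent inhibition of PEA-evoked calcium signal, max/basal emission ratio | schedule = seeding 17-24 h prior, 75-min 37 °C, 30-min RT dye loading | signal = kinetic Fluo-8 calcium fluorescence measurement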
CHO-K1 Ca antag: nonselective inhibitor or artifact in parental CHO-K1 cells. inhibition, % at 3 µM. hit rate 0.6% among 360,000. AID 602250. ATP-induced calcium, Fluo-8 fluorescence;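 active means inhibition above a per-plate cutoff, the plate's mean sample inhibition plus 3 SD, cut at about 24% in these data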;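 further: 0% = DMSO plus EC80 ATP and 100% = DMSO alone without ATP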
The depositor's hits bear a star; · = not tested or not shown; & = joins results of further samples.

cpd	SMILES	CHO parental Ca	GPR7 antagonist	V1R ag counter	M1 ag parental	M1 PAM parental
1	COc1ccc(COC(=O)C2=C(C)NC(=O)NC2c2ccc(OC)c(OC)c2)cc1 (stereo not drawn)	-22.4	-5.0	0.2	0.1	-3.3
2	COC(=O)c1ccc2c(=O)n(CCCN3CCOCC3)c(=S)[nH]c2c1	-16.4	-13.2	0.5	1.0	17.5
3	Cc1nc2c3c4c(sc3n3c(SCC(=O)NCc5ccco5)nnc3n2n1)COC(C)(C)C4	·	-1.2	·	0.1	14.5
4	Cc1ccc(C(=O)Nc2ccccc2C(=O)N2CCCC2)cc1[N+](=O)[O-]	-22.5	-6.6	0.5	0.4	1.8
5	Clc1ccc(-c2csc(N3CCc4ccccc4C3)n2)cc1	-1.7	-13.3	1.2	-0.1	0.1
6	CCCOc1ccc(N2CC(C(=O)Nc3ccccc3F)CC2=O)cc1 (stereo not drawn)	-18.7	2.1	1.1	1.0	3.2
7	Cc1sc(NC(=O)CCCCC(=O)Nc2sc(C)c(C)c2C(=O)O)c(C(=O)O)c1C	-1.8	·	0.1	4.9	20.5
8	O=C(Nc1ccon1)c1nc[nH]c1C(=O)N1CCc2ccccc2C1	-12.1	·	0.6	-0.1	-11.3
9	Cc1ccc(NC(=O)CS(=O)c2ccccc2N)c(C)c1 (stereo not drawn)	7.2	-1.0	-0.1	0.4	2.2
10	CCN=C1SC(CC(=O)Nc2ccccc2)C(=O)N1CC (stereo not drawn)	-5.6	-1.9	1.3	7.7&5.1	13.8&15.9

cpd	OXTR potentiate	OXTR ag	TAAR1 antagonist	CHO-K1 Ca antag
1	-4.3	0.7	-3.0	24.2*
2	-2.8	0.2	-6.4	-9.7
3	·	·	8.7	-1.8
4	-1.9	-0.2	3.0	-0.1
5	3.5	-0.3	5.0	-2.5
6	0.8	-1.1	-2.1	2.8
7	-4.2	1.6	-27.7	-8.2
8	4.2	2.7	8.2	-1.4
9	-11.5	-0.2	-11.0	-13.2
10	-13.9	-0.1	67.0*	-5.1&4.9

9 of these compounds in a different format:
[1] COc1ccc(COC(=O)C2=C(C)NC(=O)NC2c2ccc(OC)c(OC)c2)cc1 (stereo not drawn)
[2] COC(=O)c1ccc2c(=O)n(CCCN3CCOCC3)c(=S)[nH]c2c1
[3] Cc1nc2c3c4c(sc3n3c(SCC(=O)NCc5ccco5)nnc3n2n1)COC(C)(C)C4
[4] Cc1ccc(C(=O)Nc2ccccc2C(=O)N2CCCC2)cc1[N+](=O)[O-]
[5] Clc1ccc(-c2csc(N3CCc4ccccc4C3)n2)cc1
[6] CCCOc1ccc(N2CC(C(=O)Nc3ccccc3F)CC2=O)cc1 (stereo not drawn)
[7] Cc1sc(NC(=O)CCCCC(=O)Nc2sc(C)c(C)c2C(=O)O)c(C(=O)O)c1C
[8] O=C(Nc1ccon1)c1nc[nH]c1C(=O)N1CCc2ccccc2C1
[9] Cc1ccc(NC(=O)CS(=O)c2ccccc2N)c(C)c1 (stereo not drawn)

| Compound | 1 | 2 | 3 | 4 | 5 | 6 | 7 | 8 | 9 |
| --- | --- | --- | --- | --- | --- | --- | --- | --- | --- |
| CHO parental Ca | -22.4 | -16.4 | · | -22.5 | -1.7 | -18.7 | -1.8 | -12.1 | 7.2 |
| GPR7 antagonist | -5.0 | -13.2 | -1.2 | -6.6 | -13.3 | 2.1 | · | · | -1.0 |
| V1R ag counter | 0.2 | 0.5 | · | 0.5 | 1.2 | 1.1 | 0.1 | 0.6 | -0.1 |
| M1 ag parental | 0.1 | 1.0 | 0.1 | 0.4 | -0.1 | 1.0 | 4.9 | -0.1 | 0.4 |
| M1 PAM parental | -3.3 | 17.5 | 14.5 | 1.8 | 0.1 | 3.2 | 20.5 | -11.3 | 2.2 |
| OXTR potentiate | -4.3 | -2.8 | · | -1.9 | 3.5 | 0.8 | -4.2 | 4.2 | -11.5 |
| OXTR ag | 0.7 | 0.2 | · | -0.2 | -0.3 | -1.1 | 1.6 | 2.7 | -0.2 |
| TAAR1 antagonist | -3.0 | -6.4 | 8.7 | 3.0 | 5.0 | -2.1 | -27.7 | 8.2 | -11.0 |
| CHO-K1 Ca antag | 24.2* | -9.7 | -1.8 | -0.1 | -2.5 | 2.8 | -8.2 | -1.4 | -13.2 |

(further entries)
cpd	SMILES	CHO parental Ca	GPR7 antagonist	V1R ag counter	M1 ag parental	M1 PAM parental
11	CCOC(=O)C1=C(COC(=O)/C=C/c2ccc(Cl)cc2)NC(=O)NC1C (stereo not drawn)	-16.2	-18.9	-0.3	1.3	17.6
12	CCO[C@H]1OC(C(=O)NCc2ccccc2)=C[C@@H](C2CCCCC2)[C@@H]1CCCO	-15.3	4.6	-0.1	0.0	11.2
13	N/C(=N\OC(=O)c1ccccc1[N+](=O)[O-])c1ccccn1	-9.8	-25.7	1.0	0.1	-11.6
14	Cc1ccccc1C(=O)NC1CCN(C(=O)NCc2ccccc2)CC1	-7.4	7.9	1.9	-0.5	-0.4
15	COc1ccc(-c2cc3nc(C)c(CCC(=O)NCc4ccco4)c(C)n3n2)c(OC)c1	-24.1	-16.0	-1.8	1.1	24.8
16	COc1ccc([C@@H]2[C@@H]3C(=O)N(C(C)(C)C)C(=O)[C@@H]3[C@]3(C)C(=O)N(c4ccc(C)cc4)C(=O)N23)cc1	-29.8	-1.9	-0.8	-1.1	4.4
17	CCCNC(=O)C1(S(=O)(=O)c2ccccc2)CC=CC1	1.4	-6.4	-0.3	1.1	12.7
18	CC(C)OP(=O)(c1ccc(N(C)C)cc1)C(O)c1ccc(N(C)C)cc1 (stereo not drawn)	-8.0	0.9	0.3	1.0	16.0
19	CC(C)CC1Nc2ncnc(N3CCN(c4ccccn4)CC3)c2N(Cc2ccc(Br)cc2)C1=O (stereo not drawn)	-39.5	·	0.0	0.1&0.0	7.5&-0.8
20	Cc1ccc[n+](CC(=O)c2ccc(Br)cc2)c1C	-11.0	-1.7	-0.3	0.3	23.1

cpd	OXTR potentiate	OXTR ag	TAAR1 antagonist	CHO-K1 Ca antag
11	1.7	0.2	38.5	-8.9
12	-19.5	-2.0	10.0	-17.1
13	-5.2	0.9	8.8	13.5
14	-4.4	1.1	-12.9	6.2
15	1.9	-2.5	-5.5	-1.6
16	-4.3	-1.8	8.4	-7.8
17	-0.6	0.5	5.4	-12.0
18	-6.2	1.9	-13.7	-11.7
19	1.3	-1.4	-17.7	-21.0&6.5
20	4.1	1.4	6.3	-13.1

More structures follow.
cpd	SMILES	CHO parental Ca	GPR7 antagonist	V1R ag counter	M1 ag parental	M1 PAM parental
21	O=C(C1=C(Nc2ccccc2)c2ccccc2S(=O)(=O)N1)c1ccccc1	-25.1	3.4	2.9	1.3	23.5
22	Cc1ccc(S(=O)(=O)N2CCCCCC2)cc1C(=O)NCc1ccccn1	-6.1	0.5	0.7	2.6	30.8
23	Nc1ncc(Br)cc1S(=O)(=O)N1CCCCCC1	11.4	-3.9	2.4	0.1	-8.9
24	CCOC(=O)c1c(/N=C/N(C)C)sc(C(=O)OC)c1C	-10.9	-14.0	-0.2	1.8	11.1
25	C=CCn1c(SCC(=O)NC2CCCC2)nc2scc(-c3ccco3)c2c1=O	-32.2	-9.4	-1.6	0.6	17.3
26	CSC1=NC(=O)/C(=C/c2ccc(SC)cc2)S1	-11.2	-10.5	1.4	5.3	-4.7
27	Cc1c(C(=O)N/N=C/c2ccncc2)no[n+]1[O-]	5.7	1.0	0.3	-0.3	14.8

cpd	OXTR potentiate	OXTR ag	TAAR1 antagonist	CHO-K1 Ca antag
21	-7.2	-0.6	31.9	-13.2
22	-2.7	2.0	-10.5	-12.9
23	-2.4	-3.0	-9.1	-1.7
24	5.7	-0.1	11.2	-21.6
25	-4.5	-2.0	14.1	-2.4
26	-6.3	1.1	-3.0	11.1
27	-4.2	0.1	-13.7	-17.3
